Source: PubChem (National Center for Advancing Translational Sciences (NCATS))
LDHA inh: inhibitors of human lactate dehydrogenase A; P00338; purified LDHA, NADH/diaphorase-resazurin fluorescence; stronger effect = lower value; activity change, % (values are at about 110 or 230 µM); hit rate 0.15% among 480,000; in the data active = activity change below about -30%; inconclusive = mostly about -25% to -30%;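 note: plate controls were DMSO wells for no effect and wells without enzyme for full effect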
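Enzyme activity of human lactate dehydrogenase 5 (2 nM; 0.06 mM NADH, 0.2 mM pyruvate, 5 min, RT) is measured via a resazurin/diaphorase fluorescence readout of residual NADH.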
Pol eta inh: DNA polymerase eta (human) inhibition; Q9Y253; recombinant Pol eta, fluorescent DNA replication assay; Potency, µM (series often up to 114 µM), inactives show at the top dose activity change, negative = inhibition, most hits filed as inhibitors; hit rate 1.2% among 390,000; AID 588591; note: potency is the fitted concentration of half-maximal effect; % is set by controls: 0 for no effect and ±100 for the full control effect
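Pol eta (10 nM) was preincubated with compounds for 15 min at room temperature, after which fluorescent replication substrate (50 nM final) was added to start the reaction. Fluorescence was read kinetically at 0 and 10 min.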
Glioma ERSR ind: induces the endoplasmic reticulum stress response in human glioma cells. hit rate 0.02% among 420,000. U87-MG GRP78 promoter luciferase reporter, 16 h. AID 602332. Potency, µM, for the others: at the top dose activation, most hits filed as activators; note: potency is the fitted concentration of half-maximal effect; series mostly up to about 76 µM; % of control where 0% means no effect; nearly all actives have a fitted effect of over 35% in size
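Stably transfected U87-MG glioma cells carrying a GRP78-based luciferase sensor; 16 h compound incubation. Luminescence end-point read 10 min after Bright-Glo addition at room temperature.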
POLK inh: blocks human DNA polymerase kappa activity | hit rate 0.53% among 400,000 | Potency, µM (top dose mostly 107 µM), for the others: at the top dose activity, negative = inhibition, hits mostly inhibitors | purified Pol kappa, fluorescent DNA synthesis assay, 10 min | Q9UBT6 | AID 588579; note: potency is the fitted concentration of half-maximal effect; % is set by controls: 0 for no effect and ±100 for the full control effect
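First, compounds were pin-transferred onto 10 nM Pol kappa. After 15 min at room temperature, substrate was added to 50 nM final. Fluorescence was then measured kinetically at 0 and 10 min.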
POLB inh: inhibitors of human DNA polymerase beta | P06746 | Pol beta primer extension/strand displacement, fluorescence kinetic | Potency, µM (highest dose often 114 µM), without a hit: at the highest dose activity change, negative = inhibition, hits mostly inhibitors | hit rate 1.3% among 340,000; note: potency is the fitted concentration of half-maximal effect; % is set by controls: 0 for no effect and ±100 for the full control effect
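Preincubation: enzyme (10 nM) with compound, 15 min, RT. Reaction: substrate added to 50 nM final. Reads: 0 and 10 min. Analysis: normalized, Hill fit.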
Apoferritin bind: candidate novel general anesthetic via apoferritin binding; P02791; apoferritin/1-aminoanthracene competitive binding, fluorescence; Potency, µM (highest dose often 77.5 µM), inactives show at the highest dose activity change, negative = displacement, actives largely listed as inhibitors; hit rate 0.074% among 350,000; note: potency is the fitted concentration of half-maximal effect; % is set by controls: 0 for no effect and ±100 for the full control effect; nearly all actives have a fitted effect of over 20% in size
Target sequence (P02791 2-175 limits assumed): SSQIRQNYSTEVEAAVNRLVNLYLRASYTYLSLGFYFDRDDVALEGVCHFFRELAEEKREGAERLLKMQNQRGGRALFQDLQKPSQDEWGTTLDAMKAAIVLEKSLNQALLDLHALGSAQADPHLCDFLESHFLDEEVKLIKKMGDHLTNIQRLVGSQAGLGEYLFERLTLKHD
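Probe: 1-aminoanthracene (50% saturated, PBS). Protein: horse-spleen apoferritin, 10 uM. Incubation: 10 min, room temperature. Detection: 380 nm excitation, 535 nm emission. Analysis: normalized response, four-parameter Hill.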
POLI inh: DNA polymerase iota (human) inhibition; Pol iota fluorescent replication assay, 10 min; Potency, µM (highest dose often 115 µM), without a hit: top-dose activity, negative = inhibition, hits mostly inhibitors; AID 588590; hit rate 1% among 390,000; note: potency is the fitted concentration of half-maximal effect
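Pol iota at 10 nM preincubated 15 min with compounds at room temperature; reaction started with fluorescent substrate, 50 nM final. Fluorescence read kinetically at 0 and 10 min; buffer-only wells as negative control.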
BLM helicase inh: inhibitors of human Bloom syndrome helicase BLM | recombinant BLM DNA unwinding, fluorescence dequenching | Potency, µM (series often up to 56.1 µM), for the others: top-dose activity change, negative = inhibition, hits mostly inhibitors | hit rate 0.2% among 350,000 | AID 2528;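 note: potency is the fitted concentration of half-maximal effect; plate controls were vehicle for no effect and no enzyme for full effect; nearly all actives have a fitted effect of over 35% in size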
APE1 inh: APE1 (human) endonuclease inhibition; P27695; recombinant APE1, TAMRA/BHQ-2 abasic DNA cleavage fluorescence; Potency, µM (titrated, usually from 65.8 µM), without a hit: at the highest dose activity change, negative = inhibition, hits mostly inhibitors; hit rate 0.35% among 350,000; AID 2517;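 note: potency is the fitted concentration of half-maximal effect; plate controls were vehicle for no effect and reference inhibitor for full effect; nearly all actives have a fitted effect of over 55% in size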
Target sequence (P27695 whole entry, looked up): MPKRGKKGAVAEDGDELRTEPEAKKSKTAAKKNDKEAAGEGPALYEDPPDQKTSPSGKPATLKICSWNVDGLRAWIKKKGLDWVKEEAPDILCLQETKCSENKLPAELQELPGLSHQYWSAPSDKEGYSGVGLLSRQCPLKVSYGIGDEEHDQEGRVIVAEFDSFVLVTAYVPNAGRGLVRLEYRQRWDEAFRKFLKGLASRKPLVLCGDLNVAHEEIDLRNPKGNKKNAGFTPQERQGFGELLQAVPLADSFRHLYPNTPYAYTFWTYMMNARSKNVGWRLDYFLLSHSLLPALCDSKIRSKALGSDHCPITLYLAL
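Activity was derived from the fluorescence gain between first and third kinetic reads (60 s intervals, ex 525/em 598 nm) after 50 nM THF-abasic TAMRA/BHQ-2 duplex was added to 0.75 nM APE1 preincubated 15 min with compound.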
Numbers without * were called inactive; ? = inconclusive; . = no result given; [ ] = dose if it differs, or a comment. Unless noted, calls come from the whole dose curve; as a rule, active = well fitted curve in the direction sought with a large enough effect; inconclusive = small, poorly fitted or top-dose-only effect, or another doubt; inactive = no such curve, though single readings can be large; an effect the other way counts as inactive or inconclusive.

SMILES	LDHA inh	Pol eta inh	Glioma ERSR ind	POLK inh	POLB inh	Apoferritin bind	POLI inh	BLM helicase inh	APE1 inh
CCOC(=O)C1=C(CN2CC(C)CC(C)C2)NC(=O)NC1c1ccc2c(c1)OCO2 (stereo unspecified)	-1	-25%	-3%	-18%	-3%	-12%	29%	-7%	-2%
CCn1cc(S(=O)(=O)c2ccccc2)c(=O)c2cc(F)c(N3CCCC3)cc21	1	8%	-5%	-3%	14%	-5%	-17%	1%	.
Cc1cc(C)c2c(-n3cccc3)c(C(=O)O)sc2n1	2	-1%	2%	-7%	2%	-12%	-1%[58.9 µM]	-5%	-2%
Cc1ccc2c(c1)NC(=O)C(CC(=O)NCCCN1CCCC1)O2 (stereo unspecified)	-1	-19%	4%	2%	42%	-3%	61%[activator]	4%	-1%
COc1ccccc1NC(=O)c1ccc(NC(=O)CN2CCCCC2)cc1	-19	-7%	3%	-5%	.	.	6%	.	16%
CCOc1ccc(S(=O)(=O)n2cnc3cc(C)c(C)cc32)cc1	-4	-16%	-4%	0%	-9%	-9%	-24%	-2%	?
COCCCn1c2nc3ccccc3nc2c2c(=O)n(CC3CCCO3)cnc21 (stereo unspecified)	-5	3%	1%	1%	40%	7%	11%	1%	8%
Cc1ccccc1C1(CCN2CCCCC2)CCOC(C)(C)C1 (stereo unspecified)	-4	-16%	-6%	-11%	-7%	2%	8%	4%	0%
CCOc1cc(N2CCOCC2)c(OCC)cc1NC(=O)c1ccco1	6	-13%	-1%	-3%	-22%	-15%	153%[activator]	-2%	?
CCN(CC)c1ccc(NC(=O)C2CCCC2)cc1	2	-5%	8%	-12%	-16%	?	?	-11%	17%
C[C@H](NC(=O)c1ccco1)C(=O)NCCc1ccc(S(N)(=O)=O)cc1	-4	-11%	3%	-5%	0%	5%	-1%	2%	1%
CC1(C)S[C@@H]2[C@H](NC(=O)[C@@H](N)c3ccc(O)cc3)C(=O)N2[C@H]1C(=O)O	.	.	-5%	-4%[12 µM]	.	5%[29.3 µM]	.	0%[21.4 µM]	0%[21 µM]
CS(=O)(=O)c1nc(S(=O)(=O)c2ccc(Cl)cc2)c(N2CCCCCC2)s1	-5	-13%	-5%	5%	38%	-15%	26%	-1%	54%[activator]
CC(C)C(=O)Nc1sc2c(c1C#N)CCCCC2	-3	-9%	3%	-2%	24%	-4%	8%	-5%	-3%
CCOc1ccc2oc(=O)cc(C)c2c1	-9	-9%	-1%	-12%	20%	-13%	16%	2%	3%
O=C(NC1CCCCCC1)c1ccc(S(=O)(=O)NCc2ccco2)cc1	0	-8%	-3%	0%	36%	-8%	-14%	-4%	2%
Cc1cc(C(F)(F)F)c2c(C)nn(CCc3nn[nH]n3)c2n1	-4	-15%	-3%	0%	1%	7%	18%	1%	-3%
O=C(Nc1cccc(F)c1)C1CCN(S(=O)(=O)c2cccc3nonc23)CC1	-4	-24%	-7%	-3%	7%	3%	11%	-4%	28%
C=CCn1c(-c2cc(OC)cc(OC)c2)n[nH]c1=S	0	5%	2%	3%	0%	-16%	4%	-1%	0%
CC(CC(C)C(=O)N1CCOCCN(C(=O)C(C)CC(C)C(=O)O)CCOCC1)C(=O)O (stereo unspecified)	-2	10%	0%	-4%	-2%	-7%	8%	1%	-6%
CCOC(=O)C(C)OC(=O)C1=C(C)NC(=O)NC1c1ccc2c(c1)OCO2 (stereo unspecified)	0	-15%	-6%	3%	-5%	-4%	16%	-1%	48%
CC(C)(C)c1cc(C(=O)NCc2ccco2)ccn1	1	9%	-4%	-7%	-2%	-1%	-16%[58.9 µM]	0%	0%
CC(C)(C)OC(=O)N(CCc1ccccc1)Cc1cccc(OCc2cccc(NC(=O)/C=C/c3ccccc3)c2)c1	-10	-16%	-3%	-23%	.	.	-9%	.	.
Cc1ccc(-c2nn(-c3ccccc3)cc2/C=C2\SC(=S)N(CCCCCC(=O)O)C2=O)o1	-2	45µM*	3%	79µM*	50µM*	-23%	89µM*	28µM*	-84%
COc1cc(OC)c(C(=O)NC23CC4CC(CC(C4)C2)C3)cc1OC	2	-22%	-3%	-11%	-1%	-7%	17%	-5%	-18%
CS(=O)(=O)N(CCC(=O)O)Cc1ccccc1	-3	-18%	-5%	-5%	0%	-4%	-6%	4%	0%
CCCOc1ccc(Br)cc1/C=N/O	-1	-13%	-3%	-18%	-1%	?	3%	-3%	4%
CC(C)CCC1(C)NC(=O)N(CC(=O)c2ccc[nH]2)C1=O (stereo unspecified)	0	?	-3%	-25%	.	.	?	.	8%
CCn1c(/C=C2\C(=O)N(C)c3ccccc32)nc2ccccc2c1=O	2	-18%	0%	-5%	-1%	-15%	20%	-2%	-3%
CN(C)c1nc(NNC(=O)c2ccccc2)nc(N(C)C)n1	3	-12%	-5%	?	.	.	?	.	.
O=C1CC(N2CCC(O)(c3ccc(Cl)cc3)CC2)C(=O)N1Cc1ccc(N2CCCC2=O)cc1 (stereo unspecified)	-18	-5%	-2%	-5%	3%	-6%	10%	-7%	?
Cc1sc(-n2cccc2)c(C(=O)O)c1C	1	89µM*	0%	-32%	?	-13%	?	-11%	-4%
O=C(CCn1nnc2ccccc21)Nc1nnc(-c2ccccc2F)s1	-4	-13%	-7%	-1%	3%	-10%	1%	-8%	2%
CC(C)(C)C(=O)Nc1cc(C(F)(F)F)ccc1-n1ccnc1	-8	-20%	-3%	3%	5%	-4%	?	-1%	2%
O=C(CC1C(=O)NCCN1Cc1c(F)cccc1Cl)NCCc1ccccn1 (stereo unspecified)	2	-18%	0%	6%	13%	1%	14%	-1%	15%
CCCC(=O)NNC(=O)c1ccoc1C	-1	-8%	-4%	-12%	18%	-2%	7%	-2%	3%
CCOC(=O)N1CCC(NC(=O)CN2C(=O)CSc3ncccc32)CC1	-5	-9%	-4%	-15%	-8%	10%	14%	2%	-3%
CC(NC(=O)c1cccnc1)c1ccc2c(c1)OCO2 (stereo unspecified)	-4	-3%	-6%	-6%	3%	-11%	3%	2%	-2%
O=S(=O)(c1ccc2ccccc2c1)N(CC1CO1)c1ccccc1 (stereo unspecified)	-1	-22%	1%	-11%	?	-5%	-16%	4%	2%
CCCc1cc(C(N)=O)c(NC(=O)c2ccco2)s1	-5	?	5%	-19%	-27%	3%	4%	-5%	-1%
COc1ccc(NC(=O)Nc2cc(C)ccn2)cc1	-18	?	-10%	-3%	.	.	4%	.	.
COCCn1c(=NC(C)=O)sc2cc([N+](=O)[O-])ccc21	-1	-3%	-4%	-7%	11%	3%	5%	-14%	7%
CCn1cc(CN2CCCC(C(=O)Nc3ccc(-c4nc5ccccc5[nH]4)cc3)C2)c(C)n1 (stereo unspecified)	-13	-20%	8%	-11%	23%	-2%	28%	20%	-5%
C[C@H]1CN([C@@H](C)CO)C(=O)Cc2cc(NC(=O)Cn3cnnn3)ccc2O[C@H]1CN(C)Cc1ccncc1	-2	-4%	-1%	4%	.	.	23%	.	21%
O=C(COc1ccccc1)NCc1ccc2c(c1)OCO2	7	-6%	7%	-1%	2%	-8%	6%	2%	0%
Cc1ccc2c(c1)C1CN(C)CCC1N2C(=O)Nc1ccc(Cl)cc1 (stereo unspecified)	5	-8%	0%	-10%	7%	-10%	-11%	-1%	0%
COc1ccc(S(=O)(=O)Cc2ccc(C(=O)NC3CC3)o2)cc1	-4	-15%	-6%	0%	2%	-1%	38%	0%	1%
COc1cc(/C=N/NC(=O)Cc2ccc(Br)cc2)cc(OC)c1O	-3	-16%	-2%	-13%	22µM*	-8%	61%[activator]	-3%	9%

Record cards (already shown). Order of values: LDHA inh | Pol eta inh | Glioma ERSR ind | POLK inh | POLB inh | Apoferritin bind | POLI inh | BLM helicase inh | APE1 inh
`CCn1cc(CN2CCCC(C(=O)Nc3ccc(-c4nc5ccccc5[nH]4)cc3)C2)c(C)n1` (stereo unspecified) as listed: -13 | -20% | 8% | -11% | 23% | -2% | 28% | 20% | -5%
`COc1cc(/C=N/NC(=O)Cc2ccc(Br)cc2)cc(OC)c1O` as listed: -3 | -16% | -2% | -13% | 22µM* | -8% | 61%[activator] | -3% | 9%

The list goes on.
SMILES	LDHA inh	Pol eta inh	Glioma ERSR ind	POLK inh	POLB inh	Apoferritin bind	POLI inh	BLM helicase inh	APE1 inh
Cc1ccc(NC(=O)C2(c3ccccc3)CCCC2)nc1	-1	-18%	-2%	-6%	.	.	-2%	.	.
Nc1nnc(SCC(=O)NC2CCCCC2)n1-c1ccccc1	-2	-3%	-5%	-7%	1%	-19%	12%	0%	0%
CC1CCCC(NC(=O)COC(=O)c2sc3ccccc3c2Cl)C1C (stereo unspecified)	-4	-17%	-3%	-18%	24%	-15%	20%	-16%	17%
CSc1nc(NCCOC(C)=O)c(C#N)c(-c2ccc(C(C)(C)C)cc2)n1	-3	-6%	-4%	1%	-11%	-4%	-14%	-7%	.
CCOC(=O)c1cccc(-c2c(-c3ccccc3)ncc3cc(OC)c(OC)cc23)c1	1	?	6%	-17%	.	.	30%	.	-8%
Cc1ccc(NC(=O)COc2ccccc2)cc1Cl	-1	-6%	2%	-7%	?	?	8%	-5%	19%
COCC(=O)N1CCC2(CCCN(c3ccccc3)C2)CC1	.	.	1%	0%[60.1 µM]	.	.	.	3%	5%
CCCn1c(SCC(=O)Nc2cccc(S(=O)(=O)N3CCCC3)c2)n[nH]c1=O	-10	1%	-4%	4%	-5%	-8%	?	1%	-5%
Cc1ccc(-c2nc(COC(=O)c3c(C)noc3C)cs2)cc1	0	-9%	10%	-5%	1%	-18%	0%	-3%	-5%

Fetched by structure from the list above (4):
SMILES	LDHA inh	Pol eta inh	Glioma ERSR ind	POLK inh	POLB inh	Apoferritin bind	POLI inh	BLM helicase inh	APE1 inh
Nc1nnc(SCC(=O)NC2CCCCC2)n1-c1ccccc1	-2	-3%	-5%	-7%	1%	-19%	12%	0%	0%
Cc1ccc(NC(=O)C2(c3ccccc3)CCCC2)nc1	-1	-18%	-2%	-6%	.	.	-2%	.	.
Cc1ccc(NC(=O)COc2ccccc2)cc1Cl	-1	-6%	2%	-7%	?	?	8%	-5%	19%
COCC(=O)N1CCC2(CCCN(c3ccccc3)C2)CC1	.	.	1%	0%[60.1 µM]	.	.	.	3%	5%

A portion of the library; count on the stated rates, not on these rows.
